From PubChem
TDP43 rescue – rescues yeast growth from TDP-43 toxicity; TDP-43 expressing yeast growth rescue, BacTiter-Glo, 24 h; Potency, µM (series often up to 46.1 µM), inactives show at the top dose growth rescue (activation), most hits filed as activators; 410,000 tested, 1.8% active; AID 652104; further: potency means the concentration at half of the fitted maximal effect; % of control where 0% means no effect; nearly all actives have a fitted effect of over 50% in size
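Luminescence from BacTiter-Glo reports growth of TDP-43-expressing yeast after 24 hr at 30 deg C with compound. Cells were raffinose-pregrown to mid-log, then seeded in galactose medium at OD600=0.02.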
PTHR1 ag – agonists of human PTHR1 parathyroid hormone receptor | Potency, µM (top dose mostly 115 µM), for the others: at the highest dose activation, actives largely listed as activators | HEK293 GP2 PTHR1 cells, GloSensor cAMP luminescence, 1 h | Q03431 | 410,000 tested, 0.075% active | AID 743266; further: potency means the concentration at half of the fitted maximal effect; nearly all actives have a fitted effect of over 55% in size; some results filed as inactive show a strong effect at the top dose; inactives centre near -15; many of its hits are not listed in these tables
Target sequence (Q03431 whole entry, looked up): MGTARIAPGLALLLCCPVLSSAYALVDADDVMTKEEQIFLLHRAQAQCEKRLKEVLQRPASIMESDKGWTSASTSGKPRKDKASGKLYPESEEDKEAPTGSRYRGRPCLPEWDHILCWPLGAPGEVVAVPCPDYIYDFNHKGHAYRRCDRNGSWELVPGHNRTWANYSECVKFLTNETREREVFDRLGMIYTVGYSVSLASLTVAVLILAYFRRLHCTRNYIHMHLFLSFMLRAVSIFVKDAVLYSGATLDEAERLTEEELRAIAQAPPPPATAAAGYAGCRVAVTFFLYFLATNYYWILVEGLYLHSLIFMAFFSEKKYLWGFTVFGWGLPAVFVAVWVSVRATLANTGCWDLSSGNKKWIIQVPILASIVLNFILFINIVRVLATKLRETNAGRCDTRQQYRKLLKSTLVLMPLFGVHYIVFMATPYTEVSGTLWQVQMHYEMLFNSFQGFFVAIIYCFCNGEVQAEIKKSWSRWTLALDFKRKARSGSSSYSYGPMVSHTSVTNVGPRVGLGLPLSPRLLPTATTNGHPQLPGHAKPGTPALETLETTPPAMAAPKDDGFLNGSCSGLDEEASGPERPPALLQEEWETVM
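HEK-293-derived GP2 cells expressing PTHR1 and a GloSensor cAMP reporter, 3,000/well, plated overnight, given luciferin plus IBMX (each 0.5 mM as added) for 1 h at 37 °C, then compound for 1 h at 37 °C. Luminescence was read after 15 min at room temperature.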
FUS yeast rescue – suppressors of FUS proteinopathy in yeast; S. cerevisiae FUS-expressing, growth rescue, OD600, 24 h; 390,000 tested, 0.24% active; AID 1347120; Potency, µM (titrated, usually from 76.6 µM), without a hit: at the top dose growth rescue (activation), actives largely listed as activators;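 further: potency means the concentration at half of the fitted maximal effect; plate controls were DMSO vehicle for no effect and reference control for full effect; nearly all actives have a fitted effect of over 55% in size; some results filed as inactive show a strong effect at the top dose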
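Yeast expressing FUS under galactose induction, OD 0.005 in 2% galactose medium; compounds in a dilution series, 24 h at 30C. Growth rescue by absorbance at 600 nm; CP55940 positive control, DMSO negative.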
Mm-Cpn inhibitor – blocks the Methanococcus maripaludis chaperonin Mm-Cpn. purified Mm-Cpn ATPase, ADP Transcreener TR-FRET. Potency, µM (doses to about 76.9 µM), inactives show at the top dose activity, negative = inhibition, usual class: inhibitors. 330,000 tested, 0.031% active. AID 504842; further: potency means the concentration at half of the fitted maximal effect; on the % scale 0 is the no-effect control and ±100 the full control effect; nearly all actives have a fitted effect of over 80% in size
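Quantitative HTS used 25 nM Mm-CPN and 10 uM ATP in magnesium/KCl Tris buffer, pH 7.4, with 1 mM DTT. Hydrolysis ran 30 min at 37°C; ADP was read by HTRF.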
GLP-1R inv ag – GLP-1 receptor (human) inverse agonism. P43220. HEK293 GLP-1R CRE-luciferase, luminescence, 24 h; GLP-1R form is constitutively active. Potency, µM (series often up to 38.3 µM), inactives show top-dose activity change, negative = inhibition, hits mostly inhibitors. 410,000 tested, 1.6% active. AID 624417; further: potency means the concentration at half of the fitted maximal effect; on the % scale 0 is the no-effect control and ±100 the full control effect; nearly all actives have a fitted effect of over 55% in size
Target sequence (P43220 whole entry, looked up): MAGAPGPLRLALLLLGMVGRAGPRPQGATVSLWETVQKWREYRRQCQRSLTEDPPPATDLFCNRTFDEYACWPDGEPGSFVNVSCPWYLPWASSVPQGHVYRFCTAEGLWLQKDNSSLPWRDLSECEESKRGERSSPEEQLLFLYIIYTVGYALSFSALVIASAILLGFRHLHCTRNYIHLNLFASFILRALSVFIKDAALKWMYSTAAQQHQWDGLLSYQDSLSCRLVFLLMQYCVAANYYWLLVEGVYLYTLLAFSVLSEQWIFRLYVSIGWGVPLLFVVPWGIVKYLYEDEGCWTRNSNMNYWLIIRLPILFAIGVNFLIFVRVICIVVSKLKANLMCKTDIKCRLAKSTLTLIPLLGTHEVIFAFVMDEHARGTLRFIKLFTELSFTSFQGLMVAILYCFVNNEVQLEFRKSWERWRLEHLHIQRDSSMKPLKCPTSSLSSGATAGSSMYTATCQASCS
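Stable HEK293 clone (constitutively active GLP-1R + cAMP-response luciferase); 200 cells/uL plated, 12 h pre-culture, compound 24 hr, 37 deg C/5% CO2; detection reagent 12 min RT; luminescence.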
Abeta rescue – compounds reversing amyloid beta toxicity in yeast. yeast expressing A-beta42, growth rescue, OD600, 48 h; response scale: 0% DMSO, 100% iron-clioquinol control. Potency, µM (series often up to 46.1 µM), inactives show at the top dose growth rescue, usual class: activators. 410,000 tested, 0.063% active; further: potency means the concentration at half of the fitted maximal effect; nearly all actives have a fitted effect of over 55% in size
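Growth rescue measured by 600 nm absorbance after 48 h yeast culture at 30 C with compound. Values normalized between DMSO and an equimolar ferric chloride plus clioquinol control.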
GLP1R cytotox – cytotoxic in the GLP-1 receptor inverse agonist counter-screen. HEK293 cAMP-luciferase reporter cells, luminescence, 24 h. 410,000 tested, 0.13% active. Potency, µM (titrated, usually from 38.3 µM), for the others: at the highest dose activity change, negative = inhibition, actives largely listed as inhibitors. AID 624418;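 further: loss of luciferase light is scored as toxicity; potency means the concentration at half of the fitted maximal effect; on the % scale 0 is the no-effect control and ±100 the full control effect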
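MLSMR compounds, 24 hr on cells at 37 deg C/5% CO2; luminescence after luciferase reagent (12 min RT). Inhibition counted as the undesired cytotoxic outcome.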
aSyn rescue – inhibitors of alpha-synuclein toxicity in yeast; Yeast expressing alpha-synuclein, growth rescue, BacTiter-Glo, 24 h; Potency, µM (top dose mostly 46.1 µM), inactives show at the top dose growth rescue (activation), usual class: activators; 370,000 tested, 0.14% active; AID 652106; further: potency means the concentration at half of the fitted maximal effect; % of control where 0% means no effect; nearly all actives have a fitted effect of over 65% in size
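Rescue of yeast growth: cells expressing toxic alpha-synuclein, induced in galactose at OD600 0.02, incubated with compound 24 h at 30 C. ATP luminescence quantified growth; inhibitors of toxicity appear as activators.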
Akt phos inh – blocks phosphorylation of Akt | activity change, % for hits at 50 µM | Neuro2A IGF-stimulated pAkt S473 HTRF, 20 min; hits give low values | 360,000 tested, 0.32% active; in the data active means activity change below about -80%; inconclusive means mostly about -51% to -80%; further: on the % scale 0 is the no-effect control and ±100 the full control effect
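Neuro2A cells in DMEM with 0.5% FBS, overnight at 37 deg C, given compound at single 50 µM final, then IGF (6 nM final) for 20 min at 37 deg C. Lysed; phospho-Akt Ser473 by HTRF after 24 h, 665/615 ratio.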
Numbers without * were called inactive; i = inactive; ? = inconclusive; / = not tested or not shown; & = joins results of further samples; [ ] = remark or other dose. Unless noted, the call rests on the fitted dose curve; in most records, active means well fitted curve in the direction sought with a large enough effect; inconclusive means small, poorly fitted or top-dose-only effect, or another doubt; inactive means no such curve, though single readings can be large; an effect the other way counts as inactive or inconclusive. Not all compounds are listed. The share of hits here may be higher or lower than overall.

SMILES	TDP43 rescue	PTHR1 ag	FUS yeast rescue	Mm-Cpn inhibitor	GLP-1R inv ag	Abeta rescue	GLP1R cytotox	aSyn rescue	Akt phos inh
COc1ccc(-c2cc(C(=O)N(C)CC(=O)Nc3ccccc3C(F)(F)F)c3ccccc3n2)cc1OC	18%	i	43%	/	?	-14%	-20%	4%	i
S=C(Nc1cccc(Cl)c1)N1CCOCC1	-6%	-18%[57.5 µM]	15%	1%	4%	8%	-8%	5%	i
Cc1c(Cl)ccc2sc(NC(=O)c3ccc(S(=O)(=O)N4CCCc5ccccc54)cc3)nc12	15%	-4%	2%	/	?	-11%	-11%	/	/
COc1ccc(-c2noc(CN(C)C(=O)CCN3C(=O)[C@H]4CC=CC[C@H]4C3=O)n2)cc1	5%	-56%[inhibitor]	18%	2%	-30%	-8%	5%	0%	i
CC1(C)Oc2ccc(NC(=O)C3COc4ccccc4O3)cc2O1 (configuration not stated)	10µM*	-17%[57.5 µM]	-1%	0%	?	-71%[inhibitor]	7%	-28%	i
O=C(NNC(=O)C(c1ccccc1)c1ccccc1)c1ccccc1O	-4%	-19%	-11%	/	?	-27%	-21%	-4%	i
COc1ccc(S(=O)(=O)N2CCOCC2)cc1C(=O)N(C)Cc1ccccc1F	10%	i	-14%	2%	2%	-3%	-5%	-3%	i
CCn1c(CC(=O)Nc2ccc(C)cc2)nnc1SCC(=O)NCCc1ccccc1	-8%	/	24%	0%	0%	9%	-4%	-3%	i
Cc1ccc(S(=O)(=O)N(CC(=O)Nc2cccc(N(C)S(C)(=O)=O)c2)c2ccc(Cl)c(Cl)c2)cc1	-4%	-8%[57.5 µM]	?	-2%	?	-4%	5%	11%	i
COc1ccc(NC(=O)Cn2cc(C(=O)c3ccc(C)c(C)c3)c(=O)c3cc(OC)ccc32)cc1	-1%	-22%	-7%	/	-1%	-14%	2%	/	/
CC(=O)NC1CC2CCC(C1)N2Cc1ccc(C)cc1 (configuration not stated)	-4%	i	-2%	1%	-16%	6%	-13%	11%	i
COc1ccccc1/C=C\C(=O)NCC(=O)N/N=C(/C)c1cccc([N+](=O)[O-])c1	-1%	i	8%	0%	?	9%	-7%	3%	i
COC(=O)[C@@H]1Cc2c([nH]c3ccccc23)C(C)(C)N1C(=O)CCl	1%	-7%	11%	0%	?	-17%	-24%	11%	i
CCn1c(CN2CCC(C)CC2)nc2cc(NC(=O)c3ccccc3[N+](=O)[O-])ccc21	18%	i	3%	/	-7%	1%	0%	/	/
O=[N+]([O-])c1cnc(Nc2ccccc2)nc1Nc1ccccc1	-13%	-21%	15%	3%	33%[activator]	-5%	11%	0%	i
O=[N+]([O-])c1ccc2nc(-c3cccnc3)[nH]c2c1	-1%	i	4%	0%	87%[activator]	-11%	2%	-3%	i
C=C(C)COc1ccc(-c2[nH]ncc2Oc2ccccc2OC)c(O)c1	-92%[inhibitor]	i	34%	/	0%	-94%[inhibitor]	-2%	-77%[inhibitor]	i
CC(C)CNC(=O)N1c2ccccc2Sc2ccccc21	26%	-3%	9%	-1%	?	-21%	14%	8%	i
CCOC(=O)C1=C(O)/C(=C/c2cc(OC)c(OC)c(OC)c2)N=C1C	-7%	i	28%	0%	-1%	-1%	-17%	-4%	i
CC(=O)Nc1nc(C)c(CCC2OCCO2)c(=O)[nH]1	8%	-7%	-37%	0%	-9%	-1%	2%	0%	i

Rewritten with values under each structure: part of the list above.
Values run as follows: TDP43 rescue | PTHR1 ag | FUS yeast rescue | Mm-Cpn inhibitor | GLP-1R inv ag | Abeta rescue | GLP1R cytotox | aSyn rescue | Akt phos inh
O=[N+]([O-])c1cnc(Nc2ccccc2)nc1Nc1ccccc1
→ -13% | -21% | 15% | 3% | 33%[activator] | -5% | 11% | 0% | i
COC(=O)[C@@H]1Cc2c([nH]c3ccccc23)C(C)(C)N1C(=O)CCl
→ 1% | -7% | 11% | 0% | ? | -17% | -24% | 11% | i
CC(=O)NC1CC2CCC(C1)N2Cc1ccc(C)cc1 (configuration not stated)
→ -4% | i | -2% | 1% | -16% | 6% | -13% | 11% | i

The list continues:
SMILES	TDP43 rescue	PTHR1 ag	FUS yeast rescue	Mm-Cpn inhibitor	GLP-1R inv ag	Abeta rescue	GLP1R cytotox	aSyn rescue	Akt phos inh
CC(C)(C)S(=O)N1Cc2cc(C(=O)NCC(F)(F)F)nc(-c3cccc(-c4cccc(F)c4)c3)c2[C@@H]1CCO (some centres not stated)	16%	i	22µM*	/	?	-5%	?	-2%	i
CCC(=O)N1CCc2cc(S(=O)(=O)NC(CC(C)C)C(=O)NCc3ccc(C)cc3)ccc21 (configuration not stated)	-9%	?	-13%	/	9%	-19%	-4%	/	/
O=C(c1ccc2c(c1)N(Cc1ccc(F)cc1)C(=O)c1ccccc1S2(=O)=O)N1CCN(c2ccccn2)CC1	-3%&-29%	-2%&-28%	43%	1%	?	-7%&-16%	6%&-6%	13%	i
O=c1cc(-c2ccsc2)oc2ccccc12	?	i	-30%	0%	43%[activator]	-10%	6%	10%	i
COc1ccccc1C(=O)Nc1ccccc1C(=O)N1CCCC1	5%	-17%	-23%	-2%	1%	8%	10%	-5%	i
CCOC(=O)C1(CCc2ccccc2)CCN(C(=O)CN2CCOC2=O)CC1	-17%[0.397 µM]	-11%	18%	-1%	0%	12%	-3%	7%	i
CCC1CSC(Nc2ccc(C(=O)/C=C/c3ccc(Oc4ccccc4)cc3)cc2)=N1 (configuration not stated)	?	i	/	-26%	?	-6%	?	-10%	i
COC(=O)c1ccc(CSc2nc3ccccc3c(=O)n2-c2cccc(OC)c2)o1	-7%	-6%[57.5 µM]	10%	?	?	14%	?	1%	i
CC(C)C[C@H]1CN([C@@H](Cc2ccccc2)CN2CCC[C@@H]2CN2C(=O)C(=O)NC[C@@H]2Cc2ccc(O)cc2)C(=O)C(=O)N1CCc1ccccc1	14%	10%	21%	/	14%	-2%	-6%	-5%	i
N=C1C(c2nc(-c3ccc(F)cc3)cs2)=C(O)CN1CCCN1CCOCC1	0%	i	6%	1%	2%	11%	1%	3%	i
CC(C)(C)OC(=O)N[C@@H](Cc1ccccc1)C(=O)NCC1CCC(C(=O)N[C@@H](CCC(N)=O)C(=O)O)CC1 (some centres not stated)	-24%	-7%	18%	1%	5%	-11%	5%	?	i
Cc1csc(NC(=O)Cc2c(F)cccc2Cl)n1	/	-7%	13%	1%	-18%	1%	-2%	-11%	i
COc1ccc(OC)c2c1sc(=NC(=O)C1COc3ccccc3O1)n2C (configuration not stated)	-9%	-12%	-10%	3%	5%	-1%	-3%	1%	i
Cc1csc(SCC(=O)Nc2sccc2C(N)=O)n1	-13%	-2%	?	0%	-18%[0.307 µM]	-3%	-2%[0.307 µM]	-2%	i
CC(=O)Nc1nonc1NC(=O)CSc1nc2ccccc2o1	0%	-6%[57.5 µM]	24%	-3%	-18%	-16%	?	1%	i
Cc1cccc(C(O)C(O)c2cccc(C)n2)n1 (configuration not stated)	-17%	i	-16%	/	7%	10%	-8%	-9%	i
COCCN(C(=O)c1ccc(-c2ccc(Cl)cc2)o1)c1c(N)n(CC(C)C)c(=O)[nH]c1=O	10%	i	13%	-1%	-29%	2%	2%	-2%[1.84 µM]	i
CCC(c1nnnn1C(C)(C)C)N(Cc1ccco1)Cc1cc2cccc(C)c2[nH]c1=O (configuration not stated)	8%	-2%	14%	0%	-2%	18%	-12%	5%	i
CCOc1ccc(OCc2cccc(C(=O)N3CCOCC3)c2)cc1	28%	-59%	17%	-1%	?	-8%	4%	10%	i
COc1cc(/C=N/NC(=O)c2ccc(N3CCCC3=O)cc2)ccc1O	-17%	-4%	16%	-2%	17%	-15%	20%	-12%	i
CC(=O)N1c2ccccc2C(=O)C1N1CCN(c2cccc(C(F)(F)F)c2)CC1 (configuration not stated)	?	-22%	?	/	?	?	-13%	/	/
CCC(=O)N(Cc1ccccc1)c1ccccn1	5%	i	-13%	0%	0%	25%	6%	-5%	i
O=C(NCCCO)c1ccc2nc(-c3ccco3)c(-c3ccco3)nc2c1	-20%[9.22 µM]	i	30%	-8%	30%	-14%	230%[activator]	-1%&-5%	i
CCOc1cc(/C=C2\CCCc3c2nc2ccccc2c3C(=O)O)ccc1OC	-2%	i	10%	-10%	15%	0%	/	0%	i
Cc1cnc([N+](=O)[O-])n1CCOC(=O)NC(=O)c1ccccc1Cl	8%	-23%	-5%	1%	-6%	-10%	3%	1%	i
Cc1ccc(-n2nc(CO)c(C(=O)NCC(c3ccccc3)c3ccccc3)n2)cc1	2%	i	-2%	/	9%	-6%	8%	/	/
CC(C(=O)NC1CCCC1)N(C(=O)CS(=O)CC(=O)Nc1ccc(F)cc1)c1ccc2c(c1)OCCO2 (configuration not stated)	-5%	i	11%	2%	7%	11%	-9%	4%	i
Cc1cc(Br)cn2c(CC(C)(C)C)c(-c3cccc(Cl)c3)nc12	23%	-9%	-5%	/	?	14%	1%	-4%	i
O=C(CCN1C(=O)c2ccccc2C1=O)Nc1ccccn1	-10%	i	12%	-3%	4%	-24%	7%	-4%	i
Cc1ccc(S(=O)(=O)N2CCN=C2SCc2ccccc2)cc1	?	-11%	25%	0%	-4%	25%	-7%	?	i
COc1ccc(-n2cc(-c3ccc4c(c3)OCO4)n(CC(=O)Nc3cc(Cl)ccc3C)c2=O)cc1	-4%	-2%	8%	/	16%	-24%	-8%	/	/
O=C(c1cn(CC(=O)N2CCCC2)c2ccccc12)C1CCCCC1	5%	-24%	12%	-4%	-31%	16%	-5%	2%	i
CCc1nc2ccc(C(=O)Nc3cccc(OCC(=O)N(C)C)c3)cn2c1N(C=O)Cc1ccc(OC)cc1	-6%	i	12%	/	24%	-9%	3%	2%	i
